Bioassay records (PubChem BioAssay)
MITF inh = MITF inhibitors, primary screen, biochemical, AlphaScreen, human. AlphaScreen MITF homodimerization, bead proximity signal. inhibition, % at 2.6 µM. 0.91% of 650,000 active. AID 1259374, 2018; in the data active = inhibition above about 50%;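 also: 0% = vehicle wells with protein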
Target sequence (O75030 whole entry, looked up): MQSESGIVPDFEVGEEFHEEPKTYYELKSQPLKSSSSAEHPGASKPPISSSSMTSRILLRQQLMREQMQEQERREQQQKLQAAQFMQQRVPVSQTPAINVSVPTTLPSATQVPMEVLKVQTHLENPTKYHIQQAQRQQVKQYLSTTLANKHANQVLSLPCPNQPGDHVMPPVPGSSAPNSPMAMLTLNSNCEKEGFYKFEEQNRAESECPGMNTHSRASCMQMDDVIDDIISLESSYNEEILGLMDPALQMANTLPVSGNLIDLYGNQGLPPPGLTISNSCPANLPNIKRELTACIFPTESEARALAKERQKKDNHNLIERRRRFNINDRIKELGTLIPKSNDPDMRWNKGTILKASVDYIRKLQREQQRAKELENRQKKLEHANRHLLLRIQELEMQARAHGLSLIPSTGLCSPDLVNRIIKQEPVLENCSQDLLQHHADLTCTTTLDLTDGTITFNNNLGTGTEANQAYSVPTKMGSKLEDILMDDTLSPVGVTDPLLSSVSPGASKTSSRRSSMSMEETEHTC
TEAD-YAP block = TEAD-YAP interaction inhibition, primary screen, TEAD-YAP interaction inhibitor project, luminescence, HEK-TIYL cells | TEAD-Gal4/YAP UAS-luciferase luminescence | 1.4% of 640,000 active | inhibition, % at 9.12 µM; in the data active = inhibition above about 32%;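 also: 0% = median of test compound wells and 100% = reference inhibitor wells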
GPR151 activ = activators of human GPR151, primary screen, cell-based, PathHunter beta-arrestin, luminescence. G-protein coupled receptor 151 (Homo sapiens), Q8TDV0. PathHunter beta-arrestin GPR151 cells. activation, % at 11.2 µM. 1% of 650,000 active; in the data active = activation above about 4.9%;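 also: 0% = median of compound wells and 100% = cells with positive control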
Target sequence (Q8TDV0 whole entry, looked up): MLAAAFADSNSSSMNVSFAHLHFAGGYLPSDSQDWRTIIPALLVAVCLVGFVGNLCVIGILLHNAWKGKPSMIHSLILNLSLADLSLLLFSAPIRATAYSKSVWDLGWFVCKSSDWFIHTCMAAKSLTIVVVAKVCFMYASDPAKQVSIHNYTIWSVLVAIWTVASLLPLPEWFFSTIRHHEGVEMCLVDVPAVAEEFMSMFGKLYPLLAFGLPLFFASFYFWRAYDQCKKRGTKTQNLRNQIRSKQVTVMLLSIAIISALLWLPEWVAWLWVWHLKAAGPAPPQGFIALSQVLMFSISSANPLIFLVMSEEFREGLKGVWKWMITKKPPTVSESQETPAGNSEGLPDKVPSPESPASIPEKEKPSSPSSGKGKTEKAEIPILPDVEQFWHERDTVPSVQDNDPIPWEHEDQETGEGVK
FBW7 activator = FBW7 E3 ligase activators, primary screen, biochemical, AlphaScreen, human | AlphaScreen FBW7–phospho-cyclin E peptide binding, activator screen | normalized activity (activation), % at 26.1 µM | 0.13% of 650,000 active | AID 1259310, 2017; in the data active = normalized activity above about 1.9%;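 also: purified mutant Fbw7 with reduced substrate affinity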
Numbers without * were called inactive; nt = no result given; & = joins results of further samples.

Values in the order – MITF inh	TEAD-YAP block	GPR151 activ	FBW7 activator
1) O=C(Nc1ccc(S(=O)(=O)Nc2nccs2)cc1)C(c1ccccc1)c1ccccc1
 : 8.5	0.4	5.5*	0.1
2) O=C(Nc1ccc(Cl)cc1Cl)c1cnn2c(C(F)(F)F)cc(-c3cccs3)nc12
 : 4.3	-5.4	-0.8	-0.1
3) COc1ccc2c(C)nc(N3CCC(NCCCOC(C)C)CC3)nc2c1
 : 14.9	-2.4	-1.3	0.2
4) Cc1cc(NCc2cccnc2)n2nc(C)c(-c3cccs3)c2n1
 : 3.0	-4.0	-1.1	-0.1
5) Cc1cccc(-c2n[nH]c(=S)n2CC(N)=O)c1
 : 3.5	-0.3	0.0	-0.1
6) O=C1CCCC2=C1C(c1cccc([N+](=O)[O-])c1)C1C(=O)c3ccccc3C1=N2 (stereo not drawn)
 : -13.6	13.8	-0.8	-0.1
7) Cc1ccc(-c2nc(CSc3nc(C)c(C)c(=O)[nH]3)no2)cc1
 : 7.8	12.3	3.4	0.0
8) COc1ccccc1-c1cc(C(=O)NCc2ccco2)[nH]n1
 : 8.4	-7.5	0.2	-0.3
9) O=C(Nc1ccc(-c2nn[nH]n2)cc1)[C@@H]1Cc2ccccc2CN1
 : 12.1	5.0	2.0	0.0
10) Cc1cc(C)n(C(=O)c2cccs2)n1
 : 4.9	1.3	-0.7	-0.1
11) O=C1N[C@H](CO)C(=O)N2CCN(Cc3cnn(-c4ccccc4Cl)c3)C[C@H]12
 : 7.5	-4.1	-0.5	-0.2
12) COC(=O)n1c(=O)oc2cc(Cl)ccc21
 : -4.1	-11.3	-1.1	-0.1
13) CC(C)CCC1(C2CCN(C(=O)C3COc4ccccc4O3)CC2)NC(=O)NC1=O (stereo not drawn)
 : 1.1	-1.3	1.2	-0.2
14) COc1ccccc1NC(=O)c1sc2ncnc(N3CCC(C)CC3)c2c1C
 : 8.9	3.2	0.2	-0.1
15) O=C(Nc1cc(C(F)(F)F)ccc1Cl)c1cccn(OCc2ccccc2F)c1=O
 : 4.0	-1.2	0.7	0.2
16) CCCOc1ccc(/C(O)=C2/C(=O)C(=O)N(CCN3CCOCC3)C2c2ccc(C)cc2)c(C)c1 (stereo not drawn)
 : 4.7	0.0	0.8	0.0
17) COc1cccc(N(C(=O)CN2C(=O)C3CC=CCC3C2=O)c2nc3ccccc3s2)c1 (stereo not drawn)
 : -3.3	-80.1	3.9	-0.1
18) CCCOc1ccccc1C1NC(=O)NC(C)=C1C(=O)OCC(F)(F)C(F)(F)F (stereo not drawn)
 : -0.8	5.4	2.1	-0.1
19) CCCN(CCC)CCCn1cnc2c([nH]c3ccc(F)cc32)c1=O
 : 8.9	5.8	4.9	0.4
20) CCOc1ccccc1NC(=S)NCc1ccco1
 : -0.5	-12.2	-0.5	-0.2

Reprinted at random: 4 compounds from above, in no set order.
Values in the order – MITF inh	TEAD-YAP block	GPR151 activ	FBW7 activator
15) O=C(Nc1cc(C(F)(F)F)ccc1Cl)c1cccn(OCc2ccccc2F)c1=O
 : 4.0	-1.2	0.7	0.2
1) O=C(Nc1ccc(S(=O)(=O)Nc2nccs2)cc1)C(c1ccccc1)c1ccccc1
 : 8.5	0.4	5.5*	0.1
20) CCOc1ccccc1NC(=S)NCc1ccco1
 : -0.5	-12.2	-0.5	-0.2
7) Cc1ccc(-c2nc(CSc3nc(C)c(C)c(=O)[nH]3)no2)cc1
 : 7.8	12.3	3.4	0.0

Some of the entries so far, in transposed form.
[14] COc1ccccc1NC(=O)c1sc2ncnc(N3CCC(C)CC3)c2c1C
[15] O=C(Nc1cc(C(F)(F)F)ccc1Cl)c1cccn(OCc2ccccc2F)c1=O
[16] CCCOc1ccc(/C(O)=C2/C(=O)C(=O)N(CCN3CCOCC3)C2c2ccc(C)cc2)c(C)c1 (stereo not drawn)

Assay by compound,14,15,16
MITF inh,8.9,4.0,4.7
TEAD-YAP block,3.2,-1.2,0.0
GPR151 activ,0.2,0.7,0.8
FBW7 activator,-0.1,0.2,0.0

Continuation:
Values in the order – MITF inh	TEAD-YAP block	GPR151 activ	FBW7 activator
21) CCOc1ccc(C2C(C#N)=C(N)N(c3sc4c(c3C#N)CCCC4)C3=C2C(=O)CCC3)cc1 (stereo not drawn)
 : 0.7	-9.8	1.2	0.1
22) N#Cc1ccc(/C=C(\C(=O)C(=O)O)c2ccc3ccccc3n2)cc1
 : 22.0	-30.3	-4.1	0.7
23) Cc1cc(I)ccc1NCC(=O)N/N=C/c1ccc(N(C)C)cc1
 : 4.0	-1.8	-0.6	-0.1
24) COc1cc(C2CC(=O)NC(SCC(=O)Nc3cc(C)ccc3C)=C2C#N)ccc1O (stereo not drawn)
 : 9.4	3.5	0.3	0.0
25) CCc1cccc(CC)c1NS(=O)(=O)c1ccc(OC)cc1
 : -3.3	9.5	-0.7	-0.1
26) COc1ccc(NC(=O)c2ccc(NC3CC(=O)N(Cc4ccccc4)C3=O)cc2)cc1 (stereo not drawn)
 : 12.3	5.8	1.3	0.4
27) CSc1nc(N)c(C#N)c(-c2ccc(Cl)cc2)c1C#N
 : -6.4	13.9	0.2	-0.1
28) CCC(=O)N/C(=N\c1nc(C)cc(C)n1)Nc1cccc(OC)c1
 : -0.3&9.3	-7.8&-8.7	3.4&0.9	-0.1&-0.1
29) CC(C)N1C(=O)CSC1c1ccccc1 (stereo not drawn)
 : 1.9	-9.6	-0.3	0.1
30) O=C(CN1Cc2ccccc2OC(c2ccsc2)C1)N1CCC(N2CCOCC2)CC1 (stereo not drawn)
 : -19.3	-11.7	0.3	-0.2
31) CCCNC(=O)Cc1cn(-c2ccc(Nc3ccncn3)nn2)c2ccccc12
 : 12.4	-11.4	-1.7	0.2
32) COc1ccc2c(c1)CC(C(=O)Nc1ccc(-c3cn[nH]c3)cc1OCCCO)CO2 (stereo not drawn)
 : 16.6	-1.3	1.8	0.1
33) Cc1ccc(Cl)c2sc(N(CC3CCCO3)C(=O)C3CCCC3)nc12 (stereo not drawn)
 : -1.1	-8.1	-1.3	0.0
34) Cc1c[nH]c(=O)n(CCCN2CCN(c3ccccc3OCC(F)(F)F)CC2)c1=O
 : 6.7	nt	3.2	-0.2
35) N/C(=N\OC(=O)CN1C(=O)c2ccccc2C1=O)c1ccccn1
 : -8.3	3.6	0.1	-0.2
36) Cc1cccc(COc2ccc3c(oc(=O)c4ccccc43)c2C)c1
 : 10.4	-1.1	-0.3	0.0
37) Cc1nnc(SCC(=O)Nc2sc3c(c2C(N)=O)CCC3)[nH]c1=O
 : 8.8	9.4	-0.6	0.0
38) CCCCOC(=O)CSc1n[nH]c(=O)[nH]c1=O
 : 5.6	15.4	0.1	0.0
39) c1ccc(OCCNc2nc(Nc3ccccn3)nc3nc[nH]c23)cc1
 : 22.8	-9.2	0.5	0.2
40) CNC(=O)/C(C#N)=C/c1ccc(-c2ccc(Cl)cc2)o1
 : -0.2	-78.9	1.1	0.0
41) CC(=O)ON1C(c2ccccc2)[N+]([O-])=C(c2ccccc2)C1(C)C (stereo not drawn)
 : 0.1	-7.7	-0.1	0.0
42) Nc1nc(NC(=O)/C=C\C(=O)O)nn1-c1ccccc1
 : -2.9	18.3	3.3	-0.2
43) Clc1ccc(-c2cnc3ccccc3n2)cc1
 : -9.9	-77.0	-4.0	0.0
44) COc1cc2nc(SCc3ccc([N+](=O)[O-])cc3)n3nc(C)nc3c2cc1OC
 : 3.6	-8.3	-0.4	0.2
45) Cc1ccccc1S(=O)(=O)Cc1ccc(C(=O)NC2CCCCC2)o1
 : 6.1	12.9	7.1*	-0.1
46) COc1ccc(Cl)cc1NC(=O)COc1ccccc1[N+](=O)[O-]
 : 3.9	-0.5	0.2	0.8
47) COc1cccc(NC(=O)c2sc3nc(-c4ccc(F)cc4)cn3c2C)c1
 : -8.9	-0.6	-0.4	0.3
48) CC(C)c1ccc(OCC(O)CN2CCN(Cc3ccc4c(c3)OCO4)CC2)cc1 (stereo not drawn)
 : -6.0	1.3	1.6	0.5
49) CCOCC(=O)Nc1cccc2ccc(-n3ccnc3)nc12
 : -1.0	1.2	1.3	0.2
50) Cn1c(=O)n(C)c2cc(CNc3ccc(N4CCOCC4)c(C(=O)O)c3)ccc21
 : -10.5	-4.1	-0.4	0.2
51) CCOC(=O)c1sc(NC(=O)c2cc(OC)cc(OC)c2)c(C(N)=O)c1C
 : -1.3	-4.3	-0.3	-0.1
52) COc1ccc(S(=O)(=O)N2CCOCC2)cc1I
 : -6.9	9.3	1.3	-0.1
53) CCOc1ccc(C2CNC(=O)C2)cc1 (stereo not drawn)
 : 9.1	2.0	-0.9	0.0
54) CCOC(=O)c1sc2nc(SCc3ccccc3F)n(Cc3ccccc3Cl)c(=O)c2c1C
 : 0.0	-9.7	-0.8	-0.1
55) O=C1C(Cl)=C(Nc2ccccc2)C(=O)N1c1ccc(I)cc1
 : 12.1	11.2	2.8	0.0
56) COc1cc(NC(=O)CSc2nc3nc(C)cc(C)n3n2)cc(OC)c1OC
 : -8.3	-0.8	1.9	0.0
57) COc1cccc(Nc2cc(N3CCC(C)CC3)c3noc4c3c2C(=O)c2ccccc2-4)c1
 : 3.6	5.3	0.7	-0.1
58) CC1=C(C(=O)OC(C)C)C(c2ccc(N(C)C)cc2)C2=C(CC(c3ccc(Cl)cc3)CC2=O)N1 (stereo not drawn)
 : -2.3	17.3	-0.4	-0.6
59) Cc1ccnc(NC(=O)C2COc3ccccc3O2)c1 (stereo not drawn)
 : 0.6	-72.7	1.7	0.0
60) CCOC(=O)c1c(-c2ccc(C)cc2)csc1NC(=O)c1cc2ccccc2oc1=O
 : 0.9	-9.1	-0.5	0.1
61) COc1ccccc1C(=O)NCCOc1cc(C)cc(C)c1
 : 10.5	-18.1	1.9	0.1
62) COc1ccc(/C=N/NC(=O)COc2cccc([N+](=O)[O-])c2)cc1OC
 : -7.2	-0.7	1.6	-0.1
63) Oc1ccc(C=Nc2ccccc2)c(O)c1O
 : 84.9*	-0.2	4.5	-0.3
64) OCCNc1nc(Nc2nccc3ccccc23)nc2c1ncn2-c1ccccc1
 : 5.6	-17.8	-1.1	-0.1
65) CC1CCN(c2nc3c(c(=O)n(C)c(=O)n3C)n2CC(O)c2ccccc2)CC1 (stereo not drawn)
 : -1.3	-2.5	4.8	-0.2
66) CN(C1CCC(=O)N(Cc2ccc(F)cc2F)CC1)C1CCOC1 (stereo not drawn)
 : 5.6	-1.4	3.7	0.1
67) O=C(O)CC(NS(=O)(=O)c1cc(Cl)cc(Cl)c1)c1ccccc1[N+](=O)[O-] (stereo not drawn)
 : -7.5	5.8	-0.3	0.0
68) CCOC(=O)c1c(NC(=O)c2cc(C)on2)sc(C)c1C
 : 6.0	2.2	0.1	0.1
69) Cc1ccc(O)c(NC(=O)C2CCCO2)c1 (stereo not drawn)
 : -12.1	-4.8	-1.1	-0.1
70) COc1ccc(-c2cncc(C(=O)Nc3cc(OC)c(OC)c(OC)c3)c2)cc1
 : 17.1	9.0	4.3	-0.1
71) CCOC(=O)c1cc2ccccc2[nH]c1=O
 : -1.1	-0.3	-1.1	1.5
72) CCOC(=O)C1CCN(S(=O)(=O)c2cnc[nH]2)CC1
 : 1.7	-2.8	0.7	0.1
73) CCSc1nnc(-c2cccc(S(=O)(=O)N3CCOCC3)c2)n1C(C)CC (stereo not drawn)
 : -4.2	-3.5	-0.8	-0.1
74) Cc1cc(NCc2ccccc2)nc(-c2cccs2)n1
 : -1.4	-16.6	0.9	0.1
75) CC1=CCC(C(=O)O)C(C(=O)Nc2nc3ccc(C)cc3s2)C1 (stereo not drawn)
 : 12.2	-1.4	-0.1	0.0
76) O=C(O)c1cc(N2C(=O)c3cccc4c(Br)c([N+](=O)[O-])cc(c34)C2=O)ccc1O
 : 1.9	4.6	-0.1	-0.1
77) c1ccc(N2CCN(c3nc(NCCN4CCOCC4)c4ncn(-c5ccsc5)c4n3)CC2)nc1
 : 22.7	57.4*	-2.5	0.2
78) Cc1ccc(S(=O)(=O)N2CCN=C2SCc2ccc([N+](=O)[O-])cc2)cc1
 : 5.6	0.7	-1.8	-1.4
79) COC(=O)C1=C(N)Oc2c(oc(CO)cc2=O)C1c1ccccc1 (stereo not drawn)
 : -12.3	0.0	-0.2	-0.1
80) CCOc1cccc(C(=O)Nc2nnc(-c3ccccc3C)s2)c1
 : 4.6	-9.9	-1.7	0.0

Carrying on.
Values in the order – MITF inh	TEAD-YAP block	GPR151 activ	FBW7 activator
81) Nc1c(NCCCN2CCOCC2)c2ccccc2oc1=O
 : -3.7	-2.5	1.3	-0.1
82) Cc1cccc(NC(=O)CS(=O)CC(=O)Nc2cnc3ccccc3c2)c1C (stereo not drawn)
 : -2.4	2.7	-0.6	-0.2
83) O=C1c2ccccc2C(=O)N1CCS(=O)(=O)N1CCN(c2ccccc2F)CC1
 : 12.6	6.5	1.0	0.1
84) CCC(C)C(=O)NCc1nnc2n1CCN(Cc1ccc(OC)cc1O)CC2 (stereo not drawn)
 : -7.0	-3.4	0.8	0.1
85) CC(C)COc1ccc(C(=O)OCCN2CCOCC2)cc1
 : -5.5	-1.9	1.7	-0.3

Compounds were not picked by outcome; 3.4% or so of the library scored in one or more.
